Source: PubChem BioAssay (Broad Institute)
Mtb BioA inh – blocks M. tuberculosis BioA enzyme activity; AID 602481; inhibition, % at 9.99 µM; purified M. tuberculosis BioA enzyme, plate reader; hit rate 0.096% among 360,000; in the data active means inhibition above about 40%
TcdB GH inh – inhibitors of Clostridioides difficile toxin B glycohydrolase; TcdB glycohydrolase enzymatic assay, plate reader; inhibition, % at 9.99 µM; hit rate 0.24% among 350,000; AID 652162; in the data active means inhibition above about 10%
Target sequence (P18177 whole entry, looked up): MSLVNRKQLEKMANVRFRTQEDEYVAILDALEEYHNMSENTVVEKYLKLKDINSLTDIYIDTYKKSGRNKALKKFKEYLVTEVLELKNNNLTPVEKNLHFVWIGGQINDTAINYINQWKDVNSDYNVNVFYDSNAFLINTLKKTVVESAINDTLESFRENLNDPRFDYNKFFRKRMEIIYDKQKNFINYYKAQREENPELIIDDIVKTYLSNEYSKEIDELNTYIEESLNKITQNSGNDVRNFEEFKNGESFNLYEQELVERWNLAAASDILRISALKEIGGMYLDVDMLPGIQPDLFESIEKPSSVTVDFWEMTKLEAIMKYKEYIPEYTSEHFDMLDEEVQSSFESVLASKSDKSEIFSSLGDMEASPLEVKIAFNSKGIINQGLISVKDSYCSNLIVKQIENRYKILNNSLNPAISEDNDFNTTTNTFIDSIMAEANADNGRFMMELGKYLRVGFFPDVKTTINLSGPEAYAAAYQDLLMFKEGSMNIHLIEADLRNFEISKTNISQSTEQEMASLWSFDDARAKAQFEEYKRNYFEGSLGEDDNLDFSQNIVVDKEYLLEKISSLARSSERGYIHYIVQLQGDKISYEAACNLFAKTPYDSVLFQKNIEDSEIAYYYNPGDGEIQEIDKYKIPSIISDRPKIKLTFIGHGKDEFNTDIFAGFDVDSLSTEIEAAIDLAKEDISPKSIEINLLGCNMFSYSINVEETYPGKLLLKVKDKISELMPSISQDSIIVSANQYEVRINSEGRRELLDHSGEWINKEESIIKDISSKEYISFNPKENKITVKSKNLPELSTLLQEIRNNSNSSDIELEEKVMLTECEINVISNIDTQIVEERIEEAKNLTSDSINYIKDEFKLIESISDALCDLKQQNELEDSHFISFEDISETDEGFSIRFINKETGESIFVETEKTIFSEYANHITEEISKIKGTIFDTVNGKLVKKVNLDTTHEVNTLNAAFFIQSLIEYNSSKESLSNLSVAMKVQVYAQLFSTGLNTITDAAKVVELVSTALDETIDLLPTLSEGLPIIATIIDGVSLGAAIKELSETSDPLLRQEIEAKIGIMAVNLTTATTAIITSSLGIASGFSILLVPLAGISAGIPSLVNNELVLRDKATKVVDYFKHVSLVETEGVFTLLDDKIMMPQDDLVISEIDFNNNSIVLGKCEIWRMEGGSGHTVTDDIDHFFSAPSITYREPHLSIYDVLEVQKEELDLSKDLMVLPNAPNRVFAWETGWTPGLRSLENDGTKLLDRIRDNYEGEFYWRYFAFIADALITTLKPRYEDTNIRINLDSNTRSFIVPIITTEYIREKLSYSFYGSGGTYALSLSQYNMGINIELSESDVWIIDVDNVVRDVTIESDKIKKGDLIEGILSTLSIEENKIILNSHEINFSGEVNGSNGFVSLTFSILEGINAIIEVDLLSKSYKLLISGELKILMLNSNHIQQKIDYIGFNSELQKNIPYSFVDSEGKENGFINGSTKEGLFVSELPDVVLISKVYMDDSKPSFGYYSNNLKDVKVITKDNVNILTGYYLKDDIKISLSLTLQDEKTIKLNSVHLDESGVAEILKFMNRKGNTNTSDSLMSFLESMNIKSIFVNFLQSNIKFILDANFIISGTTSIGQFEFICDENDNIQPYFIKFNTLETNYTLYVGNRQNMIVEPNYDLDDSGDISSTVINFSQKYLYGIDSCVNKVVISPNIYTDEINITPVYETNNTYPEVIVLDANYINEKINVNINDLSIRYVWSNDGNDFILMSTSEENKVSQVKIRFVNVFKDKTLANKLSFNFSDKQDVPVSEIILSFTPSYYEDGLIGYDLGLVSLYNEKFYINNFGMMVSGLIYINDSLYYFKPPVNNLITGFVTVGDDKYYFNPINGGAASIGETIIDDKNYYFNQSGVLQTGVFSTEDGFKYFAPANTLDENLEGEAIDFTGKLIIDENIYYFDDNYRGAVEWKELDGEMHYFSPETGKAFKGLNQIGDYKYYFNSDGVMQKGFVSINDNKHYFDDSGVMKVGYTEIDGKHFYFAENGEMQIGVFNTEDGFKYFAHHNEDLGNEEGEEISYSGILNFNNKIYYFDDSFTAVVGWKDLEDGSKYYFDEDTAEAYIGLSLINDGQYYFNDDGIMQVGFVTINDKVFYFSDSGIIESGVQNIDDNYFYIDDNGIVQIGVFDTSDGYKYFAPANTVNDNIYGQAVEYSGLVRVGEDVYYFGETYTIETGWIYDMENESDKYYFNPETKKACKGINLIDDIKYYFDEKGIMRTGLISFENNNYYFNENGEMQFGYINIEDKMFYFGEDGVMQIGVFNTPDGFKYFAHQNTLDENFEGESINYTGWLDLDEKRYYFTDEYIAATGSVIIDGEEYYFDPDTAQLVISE
* marks the source's active call; other numbers are inactive results; & = joins results of further samples. This is a subset; the hit share may differ from the screen's.

Second line of a record – Mtb BioA inh | TcdB GH inh
- C[C@@H]1CN([C@H](C)CO)C(=O)c2cc(-c3cccc(C#N)c3)cnc2O[C@H]1CN(C)Cc1cncnc1
    2.0 | -1.5
- O=C(CN1CCOCC1)NCC[C@@H]1CC[C@H](NC(=O)Nc2ccc(C(F)(F)F)cc2)[C@H](CO)O1
    8.7 | -0.1
- C[C@@H]1CCCCO[C@@H](CN(C)C(=O)NC2CCCCC2)[C@H](C)CN([C@H](C)CO)C(=O)c2cc(NC(=O)Nc3cccc4ccccc34)ccc2O1
    -2.8 | -0.3
- CNC[C@H]1Oc2c(NC(=O)Nc3c(C)noc3C)cccc2C(=O)N([C@@H](C)CO)C[C@H]1C
    0.4 | -3.6
- CCCNC(=O)C[C@H]1CC[C@@H]2[C@@H](COc3ccc(NC(=O)Nc4cccc(C)c4)cc3C(=O)N2C)O1
    0.5 | 0.6
- C[C@@H]1CN([C@H](C)CO)S(=O)(=O)c2ccc(C#Cc3ccc(F)cc3)cc2O[C@@H]1CN(C)S(C)(=O)=O
    2.5 | 1.2
- C[C@H](CO)N1C[C@H](C)[C@H](CN(C)S(C)(=O)=O)Oc2cc(-c3ccncc3)ccc2S1(=O)=O
    -0.4 | -0.5
- C[C@@H]1CN([C@@H](C)CO)C(=O)c2cc(NS(=O)(=O)c3cccs3)ccc2O[C@@H]1CN(C)C(=O)Nc1cccc2ccccc12
    -0.5 | -3.1
- CO[C@@H]1CN(C)C(=O)c2cc(NS(=O)(=O)c3ccc(Cl)cc3)ccc2OC[C@@H](C)N(C)C[C@@H]1C
    -0.9 | -0.4
- Cc1ccc(S(=O)(=O)Nc2ccc3c(c2)C(=O)N([C@H](C)CO)C[C@@H](C)[C@H](CN(C)C(=O)CCC(F)(F)F)OCCCC[C@@H](C)O3)cc1
    1.3 | -0.1
- C[C@H](CO)N1C[C@H](C)[C@H](CN(C)C(=O)Nc2cccc3ccccc23)Oc2ccc(NC(=O)Nc3ccc(C(F)(F)F)cc3)cc2CC1=O
    -6.5 | -1.3
- COc1ccc(CN(C)C[C@H]2Oc3ccc(NC(=O)Nc4ccc5c(c4)OCO5)cc3C(=O)N([C@@H](C)CO)C[C@H]2C)cc1
    3.7 | -1.2
- O=C([C@@H]1[C@@H](CO)[C@@H]2Cn3c(ccc(-c4ccccc4)c3=O)[C@H]1N2CCC(F)(F)F)N1CCCCC1
    1.8 | 0.1
- Cc1ccc(-c2cnc3c(c2)C(=O)N([C@@H](C)CO)C[C@H](C)[C@@H](CN(C)CC2CCCC2)O3)cc1
    -0.3 | 3.2
- COC(=O)[C@]1(CCC(=O)OC(C)(C)C)N=C(c2ccc(OCCCO)cc2)O[C@@H]1c1ccccc1N=[N+]=[N-]
    -6.1 | 0.3
- C[C@@H]1CCCCO[C@@H](CN(C)C(=O)C2CCCCC2)[C@@H](C)CN([C@@H](C)CO)C(=O)c2cc(NC(=O)Cc3ccccc3)ccc2O1
    1.9 | -0.3
- CCCNC(=O)C[C@H]1CC[C@@H]2[C@H](COC[C@H](O)CN2C(=O)c2ccccn2)O1
    -1.3 | 0.8
- O=C(C[C@@H]1CC[C@@H]2[C@H](COC[C@H](O)CN2C(=O)Nc2ccccc2)O1)NC1Cc2ccccc2C1
    0.3 | 0.2
- CN(C)C(=O)C[C@H]1CC[C@@H]2[C@@H](COc3ccc(NC(=O)c4ccc(F)c(F)c4)cc3C(=O)N2C)O1
    9.6 | 5.9
- C[C@H](CO)N1C[C@H](C)[C@H](CN(C)Cc2ccc3c(c2)OCO3)Oc2ccc(NC(=O)Nc3cccc4ccccc34)cc2CC1=O
    -0.6 | 0.8

Compound profiles, from the list above. Values in the order: Mtb BioA inh, TcdB GH inh
Shown for C[C@H](CO)N1C[C@H](C)[C@H](CN(C)S(C)(=O)=O)Oc2cc(-c3ccncc3)ccc2S1(=O)=O = -0.4, -0.5
Shown for CNC[C@H]1Oc2c(NC(=O)Nc3c(C)noc3C)cccc2C(=O)N([C@@H](C)CO)C[C@H]1C = 0.4, -3.6

(list continues)
Second line of a record – Mtb BioA inh | TcdB GH inh
- COc1cccc(NC(=O)N(C)C[C@H]2Oc3cc(C#Cc4ccc(F)cc4)ccc3S(=O)(=O)N([C@H](C)CO)C[C@@H]2C)c1
    -8.5 | 1.2
- C[C@@H]1CCCCO[C@@H](CN(C)S(C)(=O)=O)[C@H](C)CN([C@@H](C)CO)C(=O)c2cc(NS(=O)(=O)c3ccc(F)cc3)ccc2O1
    0.0 | 0.8
- [N-]=[N+]=NCc1ccccc1C[C@]1(C(N)=O)N=C(c2ccc(OCCCO)cc2)O[C@H]1c1ccccc1
    1.0 | 1.2
- CNC[C@H]1Oc2ccc(NC(=O)c3ccncc3)cc2CC(=O)N([C@H](C)CO)C[C@H]1C
    0.9 | -0.9
- COc1ccc(CN(C)C[C@H]2Oc3ccc(N(C)C)cc3CC(=O)N([C@H](C)CO)C[C@H]2C)cc1
    0.1 | -4.9
- C[C@@H]1CN([C@H](C)CO)C(=O)c2cccc(NC(=O)Nc3ccccc3)c2O[C@@H]1CN(C)C(=O)Nc1ccc2c(c1)OCO2
    5.5 | 2.1
- C[C@H]1CN([C@@H](C)CO)C(=O)c2cc(-c3cncnc3)cnc2O[C@@H]1CN(C)C(=O)Nc1ccc2c(c1)OCO2
    2.3 | 0.6&0.3
- CCCNC(=O)C[C@@H]1CC[C@H]2[C@H](COc3ccc(NC(=O)c4ccc(Cl)cc4)cc3C(=O)N2C)O1
    -0.9 | 1.0
- CC=Cc1ccc2n(c1=O)C[C@@H]1[C@@H](CO)[C@H](C(=O)NCC(F)(F)F)[C@H]2N1C(=O)CC (mixture of isomers)
    -2.2 | -0.6
- CO[C@@H]1CN(C)C(=O)c2ccc(NC(=O)C3CC3)cc2OC[C@H](C)N(C(=O)C2CCOCC2)C[C@@H]1C
    4.8 | 0.1
- CC(C)OC(=O)N(C)C[C@H]1OCc2ccccc2-c2c(n(C)c3ccccc23)C(=O)N([C@@H](C)CO)C[C@H]1C
    0.4 | 1.8
- C[C@H](CO)N1C[C@H](C)[C@H](CN(C)C(=O)Nc2cccc3ccccc23)Oc2c(NC(=O)Nc3ccc(F)cc3)cccc2C1=O
    -4.0 | 0.4
- CC(C)NC(=O)NCC[C@H]1CC[C@H](NC(=O)Nc2ccccc2)[C@@H](CO)O1
    0.8 | -0.8
- C[C@@H]1CN([C@@H](C)CO)C(=O)c2cccc(NS(=O)(=O)c3ccc(F)cc3)c2O[C@@H]1CN(C)Cc1ccc2c(c1)OCO2
    -0.6 | 0.5
- CN(C)CC#Cc1ccc([C@@H]2[C@H](CO)N3CCCCN(CC4CC4)C[C@@H]23)cc1
    -2.4 | -0.3
- COc1ccc(S(=O)(=O)Nc2ccc3c(c2)C(=O)N([C@@H](C)CO)C[C@H](C)[C@H](CN(C)C(=O)Nc2ccc(F)cc2)O3)cc1
    0.5 | 0.1
- C[C@@H]1CN([C@@H](C)CO)C(=O)c2cc(NS(=O)(=O)c3cn(C)cn3)ccc2O[C@@H]1CN(C)S(=O)(=O)c1ccc(Cl)cc1
    -1.8 | 0.4
- CO[C@@H](CN(C)S(=O)(=O)c1ccc(C)cc1)[C@@H](C)CN(Cc1ccccc1Cl)[C@H](C)CO
    0.6 | -0.4
- COC(=O)[C@@H]1[C@@H](CO)[C@@H]2Cn3c(ccc(C4=CCCC4)c3=O)[C@@H]2N1C(=O)Cc1cccnc1
    -1.7 | 0.2
- C[C@@H]1CN([C@@H](C)CO)S(=O)(=O)c2ccc(C#Cc3ccccn3)cc2O[C@@H]1CN(C)Cc1ccccc1
    -4.1 | 0.3
- C[C@@H]1CN([C@@H](C)CO)S(=O)(=O)c2ccc(-c3ccc(F)cc3)cc2O[C@H]1CN(C)C(=O)C1CCCCC1
    1.6 | 0.0
- O=C(C[C@@H]1C[C@H]2c3cc(NC(=O)c4ccc5c(c4)OCO5)ccc3O[C@H]2[C@H](CO)O1)NC1CCCCC1
    3.6 | 1.7
- C[C@@H]1CN([C@H](C)CO)S(=O)(=O)c2ccc(C#Cc3ccccc3)cc2O[C@@H]1CN(C)C
    -0.1 | 1.2
- COCC(=O)N1[C@H](CO)[C@H]2c3ccccc3N(C(=O)C3CC3)C[C@H]21
    -2.1 | 0.0
- COc1cccc(NC(=O)C[C@H]2CC[C@@H]3[C@@H](COc4ccc(NC(=O)C5CCOCC5)cc4C(=O)N3C)O2)c1
    -3.2 | -1.9
- CO[C@H]1CN(C)C(=O)c2ccc(NC(=O)Nc3ccc(C(F)(F)F)cc3)cc2OC[C@@H](C)NC[C@H]1C
    3.7 | 0.4
- CCS(=O)(=O)Nc1ccc2c(c1)C(=O)N(C)C[C@@H](OC)[C@@H](C)CN(Cc1ccccn1)[C@H](C)CO2
    -1.6 | 0.0
- CC(C)NC(=O)N(C)C[C@H]1Oc2cc(C#CC(C)(C)O)ccc2S(=O)(=O)N([C@@H](C)CO)C[C@@H]1C
    -2.4 | 1.4
- COCC#Cc1ccc2c(c1)O[C@@H](CN(C)S(=O)(=O)c1ccc(C)cc1)[C@H](C)CN([C@H](C)CO)S2(=O)=O
    -1.0 | -0.8
- Cc1noc(C)c1S(=O)(=O)N(C)C[C@H]1OCCCC[C@@H](C)Oc2ccc(NC(=O)c3ccccc3)cc2C(=O)N([C@H](C)CO)C[C@@H]1C
    -2.9 | -9.5
- COc1cccc(-c2ccc3c(c2)O[C@H](CN(C)Cc2ccncc2)[C@H](C)CN([C@H](C)CO)S3(=O)=O)c1
    -3.0 | -1.9
- O=C(NCC[C@H]1CC[C@@H](NS(=O)(=O)c2cccc(F)c2)[C@@H](CO)O1)C1CCCCC1
    -1.4 | 1.0
- C[C@H]1CN([C@@H](C)CO)S(=O)(=O)c2ccc(C#CC(C)(C)O)cc2O[C@@H]1CN(C)Cc1ccc(-c2ccccc2)cc1
    8.6 | -0.3
- COCCNC(=O)C[C@H]1CC[C@H](NS(=O)(=O)c2ccc(C)cc2)[C@@H](CO)O1
    -0.3 | -1.3
- C[C@H]1CN([C@@H](C)CO)S(=O)(=O)c2ccc(C#CC3CCCC3)cc2O[C@H]1CN(C)C(=O)Nc1cc(F)ccc1F
    4.7 | 0.0
- CNC[C@@H]1Oc2c(NC(=O)Nc3ccc(C(F)(F)F)cc3)cccc2C(=O)N([C@H](C)CO)C[C@@H]1C
    -2.9 | -1.0
- COc1ccc(-c2cnc3c(c2)C(=O)N([C@H](C)CO)C[C@@H](C)[C@@H](CN(C)C(=O)Cc2ccncc2)O3)cc1
    2.6 | 0.2
- C[C@@H]1CCCCO[C@H](CN(C)CC2CC2)[C@H](C)CN([C@@H](C)CO)C(=O)c2cc(NC(=O)c3ccncc3)ccc2O1
    4.4 | 0.2
- C[C@@H]1CN([C@@H](C)CO)C(=O)Cc2cc(NS(=O)(=O)c3cn(C)cn3)ccc2O[C@H]1CN(C)C(=O)Nc1cccc2ccccc12
    0.6 | 0.5
- CC(C)NC(=O)N(C)C[C@@H]1OCc2ccccc2-c2ccccc2C(=O)N([C@@H](C)CO)C[C@@H]1C
    -1.0 | 1.1

An excerpt from above in order of number of heavy atoms, descending.
Second line of a record – Mtb BioA inh | TcdB GH inh
- C[C@@H]1CN([C@@H](C)CO)C(=O)Cc2cc(NS(=O)(=O)c3cn(C)cn3)ccc2O[C@H]1CN(C)C(=O)Nc1cccc2ccccc12
    0.6 | 0.5
- C[C@@H]1CCCCO[C@H](CN(C)CC2CC2)[C@H](C)CN([C@@H](C)CO)C(=O)c2cc(NC(=O)c3ccncc3)ccc2O1
    4.4 | 0.2
- C[C@H]1CN([C@@H](C)CO)S(=O)(=O)c2ccc(C#CC3CCCC3)cc2O[C@H]1CN(C)C(=O)Nc1cc(F)ccc1F
    4.7 | 0.0
- COc1ccc(-c2cnc3c(c2)C(=O)N([C@H](C)CO)C[C@@H](C)[C@@H](CN(C)C(=O)Cc2ccncc2)O3)cc1
    2.6 | 0.2
- CC(C)NC(=O)N(C)C[C@@H]1OCc2ccccc2-c2ccccc2C(=O)N([C@@H](C)CO)C[C@@H]1C
    -1.0 | 1.1

Remaining list, next part:
Second line of a record – Mtb BioA inh | TcdB GH inh
- C[C@H](CO)N1C[C@H](C)[C@H](CN(C)C(=O)Nc2ccc3c(c2)OCO3)OCCCC[C@H](C)Oc2ccc(NS(=O)(=O)c3cn(C)cn3)cc2C1=O
    -2.7 | -0.1
- C[C@@H]1CCCCO[C@H](CN(C)Cc2ccccc2)[C@H](C)CN([C@H](C)CO)C(=O)c2cc(NC(=O)Nc3ccc(F)cc3)ccc2O1
    -2.7 | -0.4
- CNC[C@H]1OCCCC[C@@H](C)Oc2ccc(NC(=O)c3ccncc3)cc2C(=O)N([C@H](C)CO)C[C@@H]1C
    -1.8 | -0.2
- C[C@H]1CN([C@@H](C)CO)C(=O)c2ccccc2-c2ccccc2CO[C@@H]1CN(C)C(=O)Oc1ccccc1
    0.5 | 1.1
- CO[C@H]1CN(C)C(=O)c2ccc(NC(=O)Nc3cc(F)ccc3F)cc2OC[C@H](C)N(C)C[C@H]1C
    3.6 | 0.7
- C[C@H]1CCCCO[C@@H](CN(C)Cc2ccncc2)[C@@H](C)CN([C@@H](C)CO)C(=O)c2cc(NC(=O)Nc3ccc(C(F)(F)F)cc3)ccc2O1
    0.7 | -0.1
- C[C@@H]1CN([C@@H](C)CO)C(=O)c2cc(C#Cc3ccc(F)cc3)cnc2O[C@@H]1CN(C)CC1CCOCC1
    2.1 | -0.4
- CNC[C@H]1OCCCC[C@H](C)Oc2ccc(NC(=O)Nc3ccc(OC)cc3)cc2C(=O)N([C@H](C)CO)C[C@H]1C
    -0.3 | -0.2
- COc1ccc(NC(=O)Nc2cccc3c2O[C@@H](CN(C)S(=O)(=O)c2ccc(Cl)cc2)[C@@H](C)CN([C@H](C)CO)C3=O)cc1
    -1.6 | -0.2
- CC(C)NC(=O)Nc1cccc2c1O[C@@H](CN(C)S(=O)(=O)c1ccc(F)cc1)[C@@H](C)CN([C@@H](C)CO)C2=O
    -1.5 | 0.5
- C/C=C/c1ccc2c(c1)O[C@H](CN(C)Cc1ccccc1F)[C@H](C)CN([C@H](C)CO)S2(=O)=O
    0.3 | 0.2
- COCCNC(=O)C[C@@H]1C[C@H]2c3cc(NC(=O)NC4CCCC4)ccc3O[C@H]2[C@@H](CO)O1
    -0.1 | 0.8
- CCCC#Cc1ccc2c(c1)O[C@H](CN(C)C(=O)c1cccnc1)[C@H](C)CN([C@H](C)CO)S2(=O)=O
    -3.4 | 1.1
